Bioassay records deposited in PubChem by several laboratories.
LAP4 TOR yeast: modulators of TOR pathway LAP4-GFP in S. cerevisiae | S. cerevisiae LAP4-GFP multiplex, flow cytometry GFP, 3 h; median GFP as percent of DMSO wells | 320,000 tested, 0.34% active | GFP response vs DMSO, % at 10 µM | AID 2023;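 active = GFP response vs DMSO above a set limit, about the screen mean plus 3 SD, cut at about 150% in these data; inconclusive = under 70 cell events counted for the yeast strain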
CIT2 TOR yeast: modulators of TOR pathway CIT2-GFP in S. cerevisiae; 320,000 tested, 0.065% active; AID 2029; GFP response vs DMSO, % at 10 µM; S. cerevisiae CIT2-GFP strain, flow cytometry, 3 h; 100 means same as DMSO wells;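 active = GFP response relative to DMSO above a set limit, near the screen mean plus 3 SD, cut at about 150% in these data; inconclusive = Fewer than 70 cells measured for a yeast strain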;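 note: ratio of well median GFP fluorescence to mean of DMSO wells on the plate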
RPL19A-GFP yeast: modulators of TOR pathway RPL19A-GFP in S. cerevisiae | S. cerevisiae RPL19A-GFP strain, flow cytometry, 3 h; hits give low values | percent response vs DMSO, % at 10 µM | 330,000 tested, 0.3% active;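 active = percent response vs DMSO below 50%; inconclusive = fewer than 70 events counted for the yeast strain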;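 note: median channel GFP fluorescence of the barcoded RPL19A-GFP strain; ratio of sample median GFP to plate DMSO average so 100% = DMSO; lower means less RPL19A-GFP as with rapamycin TOR inhibition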
proCasp3 act: activates human procaspase-3. P42574. activation, % at 8.5 µM. 330,000 tested, 0.11% active. AID 463141. recombinant procaspase-3 D3A, Ac-DEVD-pNA absorbance 405 nm;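 active = activation above the mean of all tested compounds plus 3 SD, cut at about 21% in these data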;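 note: 0% = DMSO alone and 100% = DMSO wells spiked with extra 5 µM PC-3 D3A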
Target sequence (P42574 whole entry D9A/D28A/D175A): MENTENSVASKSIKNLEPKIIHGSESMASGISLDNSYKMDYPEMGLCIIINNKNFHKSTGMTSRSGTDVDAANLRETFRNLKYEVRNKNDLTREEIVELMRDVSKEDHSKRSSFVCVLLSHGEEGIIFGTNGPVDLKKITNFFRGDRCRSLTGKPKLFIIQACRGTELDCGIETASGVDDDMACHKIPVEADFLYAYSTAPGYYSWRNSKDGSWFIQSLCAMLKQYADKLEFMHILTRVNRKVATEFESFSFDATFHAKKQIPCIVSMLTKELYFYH
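Assay system – Procaspase-3 D3A mutant · Benchmarks – DMSO low control, extra-enzyme high control · Technique – 405 nm absorbance of p-nitroaniline, reads at 0 and 120 min · Doses – 8.5 µM nominal · Measure – % activation between DMSO and enzyme-spiked controls · Also added – Ac-DEVD-pNA chromogenic peptide substrate · Schedule – 1 h compound preincubation, 2 h substrate hydrolysis at 25 °C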
procasp7 counter: counter-screen for procaspase-3 activators: activators of human procaspase-7; P55210; activation, % at 8.5 µM; 330,000 tested, 0.093% active; recombinant procaspase-7, Ac-DEVD-pNA absorbance 405 nm; D23A/D198A/D206A triple mutant, cannot self-cleave; scale: DMSO 0, 5 µM enzyme 100;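 active = percent activation above the screen-wide mean plus 3 SD, cut at about 25% in these data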
Target sequence (P55210 whole entry D23A/D198A/D206A): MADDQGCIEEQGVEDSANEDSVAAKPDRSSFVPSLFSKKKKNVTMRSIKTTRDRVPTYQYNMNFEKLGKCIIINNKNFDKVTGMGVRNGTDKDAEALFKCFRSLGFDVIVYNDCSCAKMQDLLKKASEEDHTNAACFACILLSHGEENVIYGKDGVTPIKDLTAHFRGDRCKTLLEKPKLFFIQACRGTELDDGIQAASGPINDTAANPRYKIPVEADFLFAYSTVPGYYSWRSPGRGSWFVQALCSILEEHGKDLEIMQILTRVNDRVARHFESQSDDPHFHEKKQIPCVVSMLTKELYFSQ
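buffer or medium = Zinc-free HEPES/NaCl buffer, pH 7.4 | material = Procaspase-7 triple mutant (PC-7 D3A) | input = 2 µM procaspase-7 mutant as dispensed | signal = Epi-absorbance of released pNA at 405 nm, two timepoints | timing = 1 h preincubation, 2 h reaction | replicates = singlicate compound testing | evaluation = % activation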
AHR activator: activates the human aryl hydrocarbon receptor; P35869; AHR-responsive luciferase reporter cells, luminescence; activation, % at 5 µM; 320,000 tested, 2.5% active; AID 2796; in the data active = activation above about 47%;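 note: 0% = vehicle wells and 100% = reference agonist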
MEP2 TOR yeast: modulators of TOR pathway MEP2-GFP in S. cerevisiae; S. cerevisiae MEP2-GFP strain, flow cytometry GFP, 3 h; 100% = DMSO control level; GFP response vs DMSO, % at 10 µM; 330,000 tested, 0.51% active; AID 2016;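 active = GFP response versus DMSO above a set limit, roughly screen mean plus 3 SD, cut at about 180% in these data; inconclusive = fewer than 70 cells counted for a yeast strain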;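 note: median GFP fluorescence of the barcode-gated MEP2-GFP cells per well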
AGP1 TOR yeast: yeast TOR pathway AGP1-GFP modulation | S. cerevisiae AGP1-GFP multiplex flow cytometry, 3 h; GFP as percent of DMSO wells | GFP response vs DMSO, % at 10 µM | 320,000 tested, 0.02% active;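 active = GFP response relative to DMSO above a set limit, near screen average plus 3 SD, cut at about 150% in these data; inconclusive = fewer than 70 cells counted for the yeast strain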;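 note: median GFP channel fluorescence of the gated AGP1 strain per well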
The depositor's hits bear a star; ? = inconclusive; . = not tested or not shown; [ ] = remark or other dose.

SMILES	LAP4 TOR yeast	CIT2 TOR yeast	RPL19A-GFP yeast	proCasp3 act	procasp7 counter	AHR activator	MEP2 TOR yeast	AGP1 TOR yeast
CCN(CC(=O)Nc1ccc(C(=O)Nc2ccc(OC)cc2)cc1)Cc1nc2ccccc2c(=O)[nH]1	98.4	103.9	99.3	-2.0	1.5	4.8	105.9	103.1
COc1cccc(N2C(=O)C3CC=C(Cl)CC3C2=O)c1 (stereo unspecified)	92.3	106.7	91.7	10.1	-0.2	4.5	93.0	95.4
COc1ccc(C(CNC(=O)C2CCN(S(=O)(=O)c3ccc(F)cc3)CC2)N(C)C)cc1 (stereo unspecified)	97.6	104.8	104.6	-1.8	2.1	-0.7	100.2	111.7
CN1CCN(NS(=O)(=O)c2cccs2)CC1	101.8	103.0	103.4	-7.9	0.8	-2.5	106.7	108.3
CCOc1ccc(NC(=O)[C@@H]2CCCN2C(=O)c2cccs2)cc1S(=O)(=O)N1CCCCC1	108.0	107.8	101.5	0.4	2.6	-1.3	101.1	108.1
CN1CCN(S(=O)(=O)c2ccc(NC(=O)c3ccccc3Cl)cc2)CC1	99.7	101.1	102.2	-1.5	2.0	-0.3	109.9	98.7
CC(C)(C)OC(=O)NC1CONC1=O (stereo unspecified)	96.2	91.7	96.3	-3.0	4.9	-0.5	97.2	95.2
CCOC(=O)C1CCN(C(=O)c2cc3c(OC)c(OC)c(OC)cc3[nH]2)CC1	.	84.8	85.0	-5.0	1.4	2.8	89.1	91.0
Cc1[nH]c2c(C)cccc2c(=O)c1Br	113.3	111.1	111.3	5.0	2.2	-0.6	111.0	111.0
CC(=O)Nc1ccc(S(=O)(=O)N(C)CC(=O)N/N=C/c2ccc(C(=O)O)cc2)cc1	98.7	102.2	103.0	-3.6	6.7	1.0	104.9	99.6
CCCCc1c(O)nc(SCC(=O)N2CCOCC2)[nH]c1=O	102.7	104.9	100.2	-7.9	1.6	1.1	107.7	109.4
O=S1(=O)CCC(=Nc2ccc(Cl)cc2)c2ccsc21	88.8	96.3	98.2	-2.9	0.6	-1.4	103.8	83.0
CCCCn1c(=O)c(CCC(=O)OCC(=O)Nc2cccc3ccccc23)nc2ccccc21	86.7	105.8	102.1	5.5	-11.8	12.1	95.7	96.2
CCCCn1c(=NC(=O)c2ccc3c(c2)OCO3)c(C#N)cc2c(=O)n3cccc(C)c3nc21	96.7	99.4	.	-6.2	-4.6	8.5	90.6	101.8
Fc1ccccc1OCCSc1nnnn1-c1ccccc1	96.0	84.4	85.8	9.8	11.9	5.3	95.5	84.4
CCN(CC)S(=O)(=O)c1cccc(NC(=O)CCNC(=O)c2ccc([N+](=O)[O-])cc2)c1	103.1	98.0	97.9	6.0	3.6	2.3	98.3	102.0
Cc1ccc(C(C)C)c(OCC(O)CNC2CCCC2)c1 (stereo unspecified)	86.1	99.0	98.8	2.0	6.0	0.7	100.9	96.0
CCOC(=O)[C@@H]1[C@H]2COc3cc(OC)ccc3[C@@H]2N2C(=O)N(c3ccc(F)cc3)C(=O)[C@@]12C	91.4	83.7	109.0	-3.7	4.8	0.8	98.8	94.9
CSc1nnc2n(C)c3c(c(=O)n12)C1(CCCC1)Cc1ccccc1-3	95.9	98.4	99.8	-1.5	0.1	16.2	103.0	106.2
CC1CC(C)CN(C(=O)c2ccc(-c3ccc([N+](=O)[O-])cc3)o2)C1 (stereo unspecified)	123.3	83.8	96.9	-2.4	-14.9	-0.1	101.8	92.7
CC(C)(C)OC(=O)NCCCCCC(=O)N/N=C/c1coc2ccccc2c1=O	110.7	91.0	95.9	-5.0	0.3	4.2	91.7	97.8
COCCNC(=O)CN1C(=O)NC2(CCCc3cc(OC)ccc32)C1=O (stereo unspecified)	94.8	101.3	102.0	11.0	-6.3	-0.2	103.6	102.8
CCN1CCN(C(=O)C2CCCN(S(=O)(=O)c3ccc(OC)c(OC)c3)C2)CC1 (stereo unspecified)	101.5	104.2	106.8	-1.2	-0.8	-3.6	108.9	102.2
CCCN(CC(=O)Nc1ccccc1C)C(=O)C1CC(=O)N(Cc2ccccc2)C1 (stereo unspecified)	98.1	88.5	95.7	2.2	1.1	9.8	92.6	101.4
NS(=O)(=O)c1ccc(NC(=S)NCc2ccccc2)cc1	104.7	99.7	101.8	-8.7	-18.7	-3.4	102.4	103.5
O=C(C1CC(=O)N(c2ccc3c(c2)OCCO3)C1)N1CCN(c2ccccc2O)CC1 (stereo unspecified)	77.8	99.4	100.1	1.6	-2.4	-1.9	104.8	82.9
CCC(c1nnnn1C1CCCC1)N(Cc1cccs1)Cc1cc2cccc(C)c2[nH]c1=O (stereo unspecified)	101.8	115.0	105.7	-5.8	12.8	54.6*	99.1	.
CCOC(=O)c1cc(-c2cc(OC)c(OC)c(OC)c2)nc2c1c(=O)[nH]c(=O)n2Cc1ccccc1	93.0	93.5	101.0	-4.8	1.5	8.3	95.6	96.9
Cc1ccc(Nc2cnn(C34CC5CC(CC(CC(=O)O)(C5)C3)C4)c(=O)c2Cl)cc1C	93.0	95.8	98.2	1.7	8.4	1.4	101.0	105.5
COc1ccc(C2CC3(O)NC(=O)C(C#N)(C3C)C2(C#N)C#N)cc1 (stereo unspecified)	111.8	101.1	97.2	-6.5	1.2	-1.6	100.5	108.8
O=C(c1cccc(F)c1)N1CCN(S(=O)(=O)Cc2ccccc2)CC1	110.0	88.7	98.8	-0.7	-8.4	-1.9	96.9	104.7
CS(=O)(=O)N1CCN(Cc2ccc(C(F)(F)F)cc2)CC1	90.3[may fluoresce violet]	?	84.1[may fluoresce violet]	-4.2	-1.7	-2.6	123.7[may fluoresce violet]	29.8[may fluoresce violet]
CCCCOc1cccc(/C=N/NC(=O)c2csc(C)c2C)c1	102.0	104.3	99.4	-1.6	9.1	8.6	98.3	107.4
Cc1ccc2nc(C(=O)O)c(C(=O)O)nc2c1	97.8	89.5	94.9	6.1	0.4	8.6	98.2	95.0
O=[N+]([O-])c1ccc(N2CCN(S(=O)(=O)c3cnc[nH]3)CC2)cc1	97.3	99.2	98.4	-7.7	-4.6	-1.1	99.5	98.0
Cc1cc2ccccn2c1C(=O)Nc1cccc(Cl)c1	95.2	96.2	98.3	-2.1	4.0	35.6	99.2	94.3
NCCCC[C@H]1CNC(=O)C(=O)N1CCc1cc(C(F)(F)F)cc(C(F)(F)F)c1	108.3	107.1	99.5	2.8	-7.7	-0.7	93.7	94.6
O=C(CCCN1C(=O)/C(=C\c2ccccc2)SC1=S)Nc1ccc(O)cc1C(=O)O	99.7	99.8	101.0	4.6	-2.1	-1.9	110.2	101.2
Cc1ccc(-c2cn(C[C@H]3CC[C@@H]([C@@H]4CC[C@H](Cn5cc(-c6ccc(C)cc6)nn5)O4)O3)nn2)cc1	118.8	70.2	92.1	-3.4	-6.7	2.5	89.3	76.3
Cc1cc(C(=O)c2ccc3ccccc3c2)c(C)o1	113.1	105.1	99.8	-4.2	1.2	-0.4	102.0	111.4
Cn1nc(C(=O)NC2CCCCC2)c2c1-c1ccccc1SC2	99.1	100.3	103.8	5.9	6.4	31.1	101.7	98.3
O=Cc1ccc(-c2nc3ccccc3s2)o1	103.8	105.2	108.8	10.2	5.6	2.1	110.6	106.1
FC(F)(F)c1cc(Oc2ccc(Cl)cc2)ncc1-c1nnc(-c2ccc(Cl)cc2)o1	111.6	100.6	100.2	2.8	-1.7	-1.7	104.1	114.5
COc1cccc(NC(=O)CCSc2ccc3ccccc3n2)c1	98.1	97.6	104.2	4.0	-8.7	6.8	101.4	90.8
C[C@H](NC(=O)CCn1nnc2ccccc2c1=O)C(=O)O	116.8	109.7	100.7	4.5	1.7	-0.7	105.4	110.2

The closing 2 compounds of the part before come first, to join the parts:
SMILES	LAP4 TOR yeast	CIT2 TOR yeast	RPL19A-GFP yeast	proCasp3 act	procasp7 counter	AHR activator	MEP2 TOR yeast	AGP1 TOR yeast
COc1cccc(NC(=O)CCSc2ccc3ccccc3n2)c1	98.1	97.6	104.2	4.0	-8.7	6.8	101.4	90.8
C[C@H](NC(=O)CCn1nnc2ccccc2c1=O)C(=O)O	116.8	109.7	100.7	4.5	1.7	-0.7	105.4	110.2
CCN(c1ccc(NC(=O)CCc2nc3sc4c(c3c(=O)[nH]2)CCCC4)cc1)C(C)C	108.2	103.8	98.6	-5.0	-9.2	10.2	103.0	107.4
Cc1ccc(C(C(=O)NC2CCCC2)N(Cc2cccnc2)C(=O)c2snc(C(N)=O)c2N)o1 (stereo unspecified)	112.4	104.7	101.0	1.7	3.4	15.6	103.6	104.2
CCOC(=O)c1cc(-c2ccccc2)sc1NC(=O)C(C)OC(=O)c1ccncc1 (stereo unspecified)	100.7	100.5	105.4	-1.8	-1.8	-1.0	108.3	100.9
COc1ccc(CNC(=O)CCCn2ccc3cc(S(=O)(=O)N4CCCC4)ccc32)cc1	116.0	106.3	105.3	0.9	-1.7	1.6	105.7	113.8
CCc1nnc(NC(=O)c2ccc(S(=O)(=O)N3CCCC3)cc2)s1	97.3	104.7	102.7	3.5	2.8	-3.0	101.6	108.3
Cc1cc(C)cc(NC(=O)CCNC(=O)c2ccc([N+](=O)[O-])cc2)c1	97.4	96.2	103.9	.	.	.	107.1	101.0
Cc1cc(C(=O)NCC2CCCCC2)ccc1[N+](=O)[O-]	84.5	79.8	94.9	3.9	2.6	1.7	89.9	91.2
COc1cc(-c2nnc(SCC#CCO)o2)cc(OC)c1OC	97.4	99.0	100.1	5.7	7.1	3.0	95.7	101.3
O=C1C=C(c2ccc(-c3ccccc3)c(F)c2)C[C@@H](c2ccc(Cl)cc2)C1	98.4	91.0	95.5	4.4	-1.0	-1.9	99.2	97.0
Cc1cc(C)n(/N=C/c2ccccc2)c(=O)c1C#N	95.7	95.8	96.3	6.8	1.1	-2.8	101.0	95.6
Cn1c(SCC(=O)NCCN2C(=O)CSC2=O)nc2ccccc2c1=O	95.1	90.9	95.5	-7.6	4.9	5.5	92.8	96.2
COCCn1c(SCC(=O)Nc2c(C)n(C)n(-c3ccccc3)c2=O)nnc1-c1ccncc1	92.8	96.1	97.2	10.3	3.2	1.0	89.8	90.1
CCCCN(CC)C(=O)c1cccc(Cl)c1	96.1	91.0	98.5	-0.7	2.1	-0.5	104.0	95.2
O=C(O)/C=C/C(=O)N1CCN(c2ccc(F)cc2)CC1	101.5	98.4	101.5	-1.7	-1.3	-0.9	103.5	102.0
CSc1ccccc1OCc1cc(C(=O)N2CCC[C@H]2C(N)=O)no1	103.3	104.4	98.0	5.9	2.8	6.7	108.1	104.2
COc1ccc(Cl)cc1S(=O)(=O)Nc1noc2ccccc12	92.8	99.0	103.3	6.6	-4.0	0.8	98.0	98.0
Cc1cccc(N2CCN(S(=O)(=O)c3cnc[nH]3)CC2)c1C	98.4	97.0	99.7	7.0	10.3	0.9	103.2	102.6
COc1ccc(CCNC(=O)CCn2c(SCC(=O)N3CCCC3)nc3ccccc3c2=O)cc1OC	82.5	88.8	94.5	6.7	6.0	0.3	94.6	95.2
